All columns: NCI-60 one-dose screen, growth in % after 48 h at 10 µM unless noted; 100 = growth as untreated, 0 = no growth, -100 = all killed.
UO-31: UO-31 renal cancer; 81,000 compounds, 5.2% hits; AID 1794768
ACHN: ACHN renal cancer; 81,000 compounds, 4.9% hits; AID 1794771
CAKI-1: CAKI-1 renal cancer; 75,000 compounds, 4.7% hits; AID 1794772
786-0: 786-0 renal cancer cells; AID 1794775; 81,000 compounds, 5.1% hits
A498: A498 renal cancer cells; AID 1794774; 76,000 compounds, 5.4% hits
TK-10: TK-10 renal cancer cells. 81,000 compounds, 3.9% hits
SN12C: SN12C renal cancer cells; AID 1794767; 81,000 compounds, 3.8% hits
RXF 393: RXF 393 renal cancer cells | 77,000 compounds, 6.9% hits
U251: U251 CNS tumor cells. AID 1794753. 80,000 compounds, 5.4% hits
Starred values were filed as active, the others as inactive; / = not tested or not shown. The calls were made as follows: active = growth percent below 10; inactive = the rest.

1	CCOc1ccc2ncc(C#Cc3cncc(C(=O)Nc4ccc(CN5CCN(C)CC5)c(C(F)(F)F)c4)c3)n2n1
2	CCCCCCCCSc1nnc(-c2c(C)nc3ccc(Br)cn23)o1
3	CCOC(=O)/C=C/c1ccccc1[N+](=O)[O-]
4	CCN(CC)CCCC(C)Nc1ncnc2ccc(OC)cc12 (stereo not drawn)
5	O=c1[nH]c2cc([N+](=O)[O-])cc(Cl)c2c2ccccc12
6	Cc1ccc(S(=O)(=O)N2CCc3c([nH]c4ccccc34)C2c2ccc(C=O)cc2)cc1 (stereo not drawn)
7	O=C(NC1=Nc2ccccc2C(=O)NN1)c1ccc(Cl)cc1
8	Clc1ccc(-c2nnc(CNc3ncccn3)o2)cc1

| Screen / compound no. | 1 | 2 | 3 | 4 | 5 | 6 | 7 | 8 |
| --- | --- | --- | --- | --- | --- | --- | --- | --- |
| UO-31 | -66* | 82 | 86 | 86 | 58 | 54 | 89 | 61 |
| ACHN | -87* | 99 | 103 | 109 | 93 | 83 | 102 | 104 |
| CAKI-1 | 30 | 89 | / | 96 | 64 | 63 | 102 | 90 |
| 786-0 | -44* | 88 | 108 | 106 | 91 | 97 | 103 | 105 |
| A498 | 16 | 81 | 126 | 98 | 35 | 67 | 87 | 85 |
| TK-10 | -66* | 117 | 91 | 101 | 98 | 101 | 115 | 125 |
| SN12C | -83* | 93 | 105 | 99 | 74 | 87 | 99 | 101 |
| RXF 393 | / | / | 123 | 105 | 87 | 99 | 102 | 103 |
| U251 | -42* | 96 | 101 | 101 | / | 88 | 101 | 105 |

9	Cc1cc(=O)oc2cc(OCCOc3ccc(/C=C/C(=O)Nc4cccc(Cl)c4)cc3)ccc12
10	COc1ccc(-c2nn(-c3ccccc3)cc2/C=C2\SC(=S)N(c3ccccc3)C2=O)cc1
11	Cc1ccc(-c2cnc3sc(C(=O)NCCc4ccccc4)c(C)n23)cc1
12	CC(=O)Oc1ccccc1C(=O)Oc1ccc(C(=O)/C=C/c2ccncc2)cc1
13	CC(C#N)NCc1ccccc1 (stereo not drawn)
14	Oc1ccc(-c2nc3ccccc3s2)cc1
15	CCOC(=O)C(C(=O)OCC)C(C(=O)OCC)(C(=O)OCC)C(C(=O)OCC)C(=O)OCC
16	CCOP(=O)(OCC)C(NC(=O)c1ccccc1)C(=O)NCCCCl (stereo not drawn)

| Screen / compound no. | 9 | 10 | 11 | 12 | 13 | 14 | 15 | 16 |
| --- | --- | --- | --- | --- | --- | --- | --- | --- |
| UO-31 | 89 | 77 | 75 | 39 | 92 | 67 | 95 | 79 |
| ACHN | 97 | 92 | 94 | 56 | 108 | 103 | 101 | 93 |
| CAKI-1 | 105 | 82 | 94 | 60 | 104 | 89 | 94 | 98 |
| 786-0 | 93 | 98 | 98 | 53 | 112 | 107 | 102 | 96 |
| A498 | 91 | 74 | 101 | 84 | 86 | 119 | 106 | 103 |
| TK-10 | 152 | 102 | 139 | 92 | 89 | 157 | 102 | 90 |
| SN12C | 89 | 83 | 93 | 19 | 96 | 103 | 107 | 90 |
| RXF 393 | 97 | 100 | 99 | / | / | 113 | 115 | 102 |
| U251 | 84 | 91 | 95 | 15 | 95 | 99 | 89 | 93 |

2 compounds from above with just TK-10, RXF 393 and UO-31:
cpd	canonical_smiles	TK-10	RXF 393	UO-31
12	CC(=O)Oc1ccccc1C(=O)Oc1ccc(C(=O)/C=C/c2ccncc2)cc1	92	/	39
13	CC(C#N)NCc1ccccc1 (stereo not drawn)	89	/	92

Remaining list, next part:
17	CCN(CC)C(=O)/C(C)=C(\C)c1ccccc1
18	CCCCC[n+]1ccc(SCC(=O)N(C)c2ccc(Cl)cc2)c2ccccc21
19	CC(=O)Oc1csc(N(C(C)=O)c2cccc(C(F)(F)F)c2)n1
20	COc1ccc(/C=C2\C(=O)N=C3N2N=C(c2ccc(Cl)cc2)N3c2ccccc2)cc1
21	O=C(O)c1cn(C2CC2)c2cc(N3CCN(C(=O)CCO[N+](=O)[O-])CC3)c(F)cc2c1=O
22	CC1(C)C=CC[C@]2(C)[C@H]3CC[C@@H]4[C@H]5[C@H](C(/C=C/c6cccnc6)=N/O)CC[C@]5(CO)CC[C@@]4(C)[C@]3(C)CC[C@@H]12
23	CCCCCCCCCCCCNC(=O)COCc1ccccc1
24	CC(=O)NCC(N)=S

| Screen / compound no. | 17 | 18 | 19 | 20 | 21 | 22 | 23 | 24 |
| --- | --- | --- | --- | --- | --- | --- | --- | --- |
| UO-31 | 101 | 93 | 91 | 75 | 86 | 79 | 71 | 90 |
| ACHN | 107 | 108 | 102 | 97 | 115 | 78 | 93 | 95 |
| CAKI-1 | 98 | 95 | 98 | 94 | / | 37 | 86 | 95 |
| 786-0 | 106 | 106 | / | 90 | 102 | 88 | 103 | 104 |
| A498 | 92 | / | 85 | 72 | 66 | 105 | 75 | 90 |
| TK-10 | 109 | 110 | 108 | 116 | 93 | 101 | 111 | 110 |
| SN12C | 107 | 103 | 90 | 93 | 100 | 86 | 91 | 102 |
| RXF 393 | 106 | 125 | 103 | 98 | 98 | 82 | / | 103 |
| U251 | 106 | 94 | 88 | 87 | 102 | / | 105 | / |

25	O=C/C(Br)=C\c1ccccc1
26	[N-]=[N+]=NCCN(Cc1ccccc1)Cc1ccccc1
27	CCOC(=O)CCc1c[nH]c2ccccc12
28	N#CC1(C#N)OC12CCS(=O)(=O)c1ccccc12 (stereo not drawn)
29	COc1cc2c3c(c4c5ccccc5n(C)c4c2c(OC)c1OC)C(=O)N(O)C3=O
30	CNC(=O)c1cc(-c2ccc(NC(=O)Nc3ccc(F)cc3)cc2)nc2cccnc12
31	O=C(Nc1ccc(-c2nc3ccccc3s2)cc1N1CCCCC1)c1ccccn1
32	COc1cccc(Cn2cc3c(c2-c2ccccc2)CCCc2cnoc2-3)c1

| Screen / compound no. | 25 | 26 | 27 | 28 | 29 | 30 | 31 | 32 |
| --- | --- | --- | --- | --- | --- | --- | --- | --- |
| UO-31 | 94 | 80 | 65 | 96 | 68 | 66 | 94 | 68 |
| ACHN | 106 | 96 | 88 | 104 | 96 | 100 | 99 | 97 |
| CAKI-1 | 98 | 99 | 90 | 101 | 90 | 83 | 97 | 91 |
| 786-0 | 109 | 95 | 103 | 97 | 89 | 82 | 95 | 97 |
| A498 | 118 | 104 | 121 | 80 | 94 | 51 | 99 | 81 |
| TK-10 | 117 | 96 | 115 | 127 | 104 | 80 | 145 | 111 |
| SN12C | 101 | / | 97 | 106 | 93 | 85 | 98 | 87 |
| RXF 393 | 117 | 103 | 119 | 111 | 97 | 56 | / | 96 |
| U251 | 105 | 97 | 92 | 96 | 111 | 108 | 102 | 87 |

Retrieved by compound from above, 5 records:
23	CCCCCCCCCCCCNC(=O)COCc1ccccc1
29	COc1cc2c3c(c4c5ccccc5n(C)c4c2c(OC)c1OC)C(=O)N(O)C3=O
1	CCOc1ccc2ncc(C#Cc3cncc(C(=O)Nc4ccc(CN5CCN(C)CC5)c(C(F)(F)F)c4)c3)n2n1
27	CCOC(=O)CCc1c[nH]c2ccccc12
4	CCN(CC)CCCC(C)Nc1ncnc2ccc(OC)cc12 (stereo not drawn)

| Screen / compound no. | 23 | 29 | 1 | 27 | 4 |
| --- | --- | --- | --- | --- | --- |
| UO-31 | 71 | 68 | -66* | 65 | 86 |
| ACHN | 93 | 96 | -87* | 88 | 109 |
| CAKI-1 | 86 | 90 | 30 | 90 | 96 |
| 786-0 | 103 | 89 | -44* | 103 | 106 |
| A498 | 75 | 94 | 16 | 121 | 98 |
| TK-10 | 111 | 104 | -66* | 115 | 101 |
| SN12C | 91 | 93 | -83* | 97 | 99 |
| RXF 393 | / | 97 | / | 119 | 105 |
| U251 | 105 | 111 | -42* | 92 | 101 |

The listing continues.
33	Cc1ccc(-c2nc3cc4nc5ccccc5nc4cc3n2CC(=O)ONN)o1
34	CN1CCN(Cn2nc(-c3cc(F)c(Cl)cc3Cl)n(/N=C/c3ccc(N(C)C)cc3)c2=S)CC1
35	O=C(Nc1ccc(C2=NCCCN2)cc1)Nc1ccc(C2=NCCCN2)cc1
36	O=C(Nc1ccc(N2CCNCC2)cc1)c1[nH]ncc1Nc1cc(C2CC2)ncn1
37	COc1ccc(/C(C)=N/NC(=O)CSc2nc3ccccc3c(=O)n2Cc2ccc(S(N)(=O)=O)cc2)cc1
38	CCCC(=O)c1ccc(Br)s1
39	Cn1cc(CCn2cnc(-c3cnn(C)c3)c2-c2ccc(C#N)cc2)cn1
40	CSc1nc(N)c(N=Nc2ccc(S(N)(=O)=O)cc2)c(N)n1

| Screen / compound no. | 33 | 34 | 35 | 36 | 37 | 38 | 39 | 40 |
| --- | --- | --- | --- | --- | --- | --- | --- | --- |
| UO-31 | 81 | 56 | 90 | 34 | 76 | 86 | 97 | 88 |
| ACHN | 104 | 93 | 88 | 21 | 98 | 105 | 109 | 103 |
| CAKI-1 | 98 | / | 79 | 28 | 83 | / | 100 | 96 |
| 786-0 | 104 | 93 | 84 | 57 | 97 | 100 | 101 | 94 |
| A498 | 114 | 79 | 77 | 51 | / | 118 | 92 | 123 |
| TK-10 | 113 | 90 | 109 | 56 | 98 | 110 | 99 | 119 |
| SN12C | 107 | 102 | 95 | 45 | 99 | 100 | 114 | 104 |
| RXF 393 | 118 | 83 | 106 | 47 | 88 | 108 | 104 | 120 |
| U251 | 104 | 95 | 94 | 69 | 101 | / | 89 | 108 |

41	Cc1cc(C)c(N2C(=O)CC(Nc3ccccc3F)C2=O)c(C)c1 (stereo not drawn)
42	COc1ccc(C2=NN(c3cc(Cl)cc(Cl)c3)C(c3sc(N(C)Cc4ccccc4)nc3Cl)C2)cc1 (stereo not drawn)
43	N=C(N)c1nn(C2OC(CO)C(O)C2O)c2nc[nH]c(=O)c12 (stereo not drawn)
44	CC(=O)c1sc2c(c1C)c(=O)nc1c(C#N)n[nH]n12
45	[O-][n+]1onc(N/N=C/c2ccc(Br)s2)c1-c1ccccc1
46	Nc1ccc(CC(=O)O)cc1S(=O)(=O)O
47	Cc1nc(Cl)nc(N(C)c2ccccc2)c1[N+](=O)[O-]
48	COc1ccc2cc(C(C)C(=O)Nc3ccc(S(=O)(=O)Nc4cc(C)on4)cc3)ccc2c1 (stereo not drawn)

| Screen / compound no. | 41 | 42 | 43 | 44 | 45 | 46 | 47 | 48 |
| --- | --- | --- | --- | --- | --- | --- | --- | --- |
| UO-31 | 76 | 95 | 13 | 84 | 88 | 93 | 83 | 90 |
| ACHN | 98 | 101 | -5.7* | 106 | 98 | 103 | 101 | 97 |
| CAKI-1 | 93 | 81 | 1.5* | / | / | 108 | / | 86 |
| 786-0 | 101 | 94 | -2.4* | 100 | 105 | 117 | 107 | 102 |
| A498 | 106 | 114 | 15 | 105 | 114 | 105 | 110 | / |
| TK-10 | 100 | 122 | -9.5* | 87 | 148 | 107 | 119 | 103 |
| SN12C | 96 | 102 | 7.0* | 105 | 103 | 113 | 107 | 116 |
| RXF 393 | 106 | 108 | / | / | / | 119 | 120 | 92 |
| U251 | 96 | 107 | 16 | 95 | 108 | 108 | 86 | 99 |

49	Nc1cc(Cl)cc2c1-c1ccc(Cl)cc1C2O (stereo not drawn)
50	Cc1ccc(NS(=O)(=O)c2ccc(-c3cnc(C4CC4)o3)cc2)cc1
51	c1cc(-c2nc3sc(-c4ccncc4)nc3s2)ccn1
52	C=CCN1C(=O)/C(=C\C(=O)OCC)S/C1=N/NC(=O)COc1cc(=O)n(C)c2ccccc12
53	Cc1ccc(-c2cc(-n3nnnc3-c3ccccc3)no2)cc1
54	Cc1ccccc1NC(=O)N/C(N)=N/c1nc(C)c(C)s1
55	CC(=S)NC(=O)C(=O)/C=C1/NC(=O)C(=O)S1
56	CC(c1ccccc1)C(C(=O)c1ccccc1)c1ccccc1 (stereo not drawn)
57	COc1ccc(-c2nc3ccc(C(=O)NN4C(=O)c5ccc([N+](=O)[O-])cc5C4=O)cc3[nH]2)cc1

| Screen / compound no. | 49 | 50 | 51 | 52 | 53 | 54 | 55 | 56 | 57 |
| --- | --- | --- | --- | --- | --- | --- | --- | --- | --- |
| UO-31 | 97 | 55 | 94 | 75 | 92 | 55 | 80 | 119 | 89 |
| ACHN | 102 | 47 | 107 | 101 | 108 | 47 | 99 | 49 | 98 |
| CAKI-1 | 99 | 39 | 96 | 101 | 98 | 31 | 94 | 89 | 93 |
| 786-0 | 101 | 51 | 100 | 99 | 115 | 51 | 103 | 83 | 88 |
| A498 | 74 | / | 98 | 106 | / | -18* | 103 | 93 | 103 |
| TK-10 | 110 | 65 | 100 | 107 | 110 | 70 | 110 | 66 | 101 |
| SN12C | 105 | 42 | 99 | 98 | 110 | 40 | 99 | 89 | / |
| RXF 393 | 94 | 27 | 112 | 93 | 112 | 0.6* | 110 | 91 | 68 |
| U251 | 100 | 40 | 108 | 96 | 117 | 21 | 111 | 96 | 97 |

Compound activity: PubChem BioAssay, NCI
